BoNT A protease: blocks Botulinum neurotoxin A light chain protease; multiplex microsphere protease substrate cleavage, flow cytometry; 360,000 tested, 0.17% active; inhibition, % at 10 µM; also: plate controls were buffer without enzyme for full effect and enzyme alone for no effect
DUSP3 inh: blocks human VHR1 dual specificity phosphatase; P51452; 290,000 tested, 0.52% active; recombinant VHR phosphatase, pNPP absorbance; inhibition, % at 13.3 µM; in the data active = inhibition above about 50%; also: some compounds called inactive have numbers as strong as hits
SARS 3CLpro inh: SARS-CoV 3CLpro protease inhibition; recombinant SARS-CoV 3CLpro, quenched FRET peptide cleavage; inhibition, % at 6 µM; 290,000 tested, 0.14% active; AID 1706; in the data active = inhibition above about 12%
CCHFV vOTU inh: blocks the CCHF virus ovarian tumor domain protease; CCHFV vOTU protease, Pep-AMC fluorescence; inhibition, % at 11.5 µM; 370,000 tested, 0.55% active; in the data active = inhibition above about 30%; also: 0% = vehicle wells with enzyme and 100% = no enzyme wells
Yp Topo-I inh: Y. pestis Topo-I inhibition via cleavage products. Y. pestis Topo-I cleavage product accumulation, plate reader. 360,000 tested, 0.064% active. AID 504884. activity, % at 10 µM; in the data active = activity above about 50%, passing the limit was not always enough; also: inactives centre near 2
Vc quorum ag: quorum light induction in luxS cqsA deficient V. cholerae; activation, % at 18.7 µM; 350,000 tested, 0.16% active; AID 588436; V. cholerae BH1578 lux reporter, luminescence, 6 h; in the data active = activation mostly above about 9.7%, no sharp cut-off; also: not every result past the cut was called active; inactives centre near 0; reference of the scale not given here
TcdB inh: blocks C. difficile toxin B glycohydrolase activity; P18177; TcdB glycohydrolase enzymatic assay, plate reader; inhibition, % at 9.99 µM; 350,000 tested, 0.24% active; AID 652162; in the data active = inhibition above about 10%
Anthrax LF prot: blocks Bacillus anthracis lethal factor protease; inhibition, % at 10 µM; multiplex microsphere protease cleavage assay, LF; AID 588501; P15917; 360,000 tested, 0.12% active; also: plate controls were buffer without enzyme for full effect and enzyme alone for no effect
PfHsp40 rescue: restores yeast growth despite PfHsp40 toxicity | 340,000 tested, 0.68% active | growth rescue, % at 12.5 µM | S. cerevisiae expressing PfHsp40, growth rescue, ATP luminescence; in the data active = growth rescue above about 28%, passing the limit was not always enough;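 also: yeast W303a lacking pdr1 and pdr3 grown in galactose medium; growth measured after three days at 30 °C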
SSB-PriA inh: K. pneumoniae PriA-SSBct interaction inhibition. AlphaScreen SSBct-PriA binding, biotinylated peptide. inhibition, % at 33 µM. 430,000 tested, 0.6% active; in the data active = inhibition mostly above about 37%, no sharp cut-off; inactive = mostly below about 20%;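 also: plate controls were negative control peptide for no effect and reference peptide for full effect; strong numbers were not always called active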
* hit, by the source's call; i = inactive; . = no result given; & = joins results of further samples. Rule as the data show it, unless noted: active = inhibition above about 30%; inconclusive = no clear call, values can overlap the other calls; inactive = below that.

SMILES | BoNT A protease | DUSP3 inh | SARS 3CLpro inh | CCHFV vOTU inh | Yp Topo-I inh | Vc quorum ag | TcdB inh | Anthrax LF prot | PfHsp40 rescue | SSB-PriA inh
COc1ccc(/C=C2\CCC(C3CCCC3)C2=O)cc1OC (stereo unspecified) | -2.3 | -25 | 2 | -5 | 22 | -7.7 | -11 | -10 | 0.9 | 12
NC(=O)COC(=O)c1ccc(S(=O)(=O)NCc2ccco2)cc1 | 0.5 | 33 | 3 | -12 | -8 | -0.3 | 0.7 | -3 | -0.9 | -6
COc1ccc(N(CC(=O)NC2CCCCC2)C(=O)CCC(=O)Nc2nc(C)cs2)cc1 | 0.7 | 11 | 1 | 0 | -3 | i | 0.0 | -11 | 0.5 | -9
C=CCOc1ccc(/C(O)=C2/C(=O)C(=O)N(CCCN3CCOCC3)C2c2ccc(OC)cc2)cc1 (stereo unspecified) | 0.2 | 32 | 3 | 3 | -12 | . | . | -1 | -0.4 | .
COc1cc(CCC(=O)OCC(=O)Nc2c(Cl)cccc2Cl)cc(OC)c1OC | -0.1 | 38 | 0 | 4 | 2 | -0.4 | 2.3 | -1 | -0.4 | -12
Cc1sc(NC(=O)C2=COCCO2)c(C(N)=O)c1C | -1.2 | . | . | 14 | 2 | -1.0 | 1.9 | -1 | 2.1 | -2
Cc1c(N2C(=O)/C(=C3\C(=O)N(CC(=O)O)c4ccccc43)SC2=S)c(=O)n(-c2ccccc2)n1C | -0.6 | 18 | 5 | 19 | 11 | -0.6 | 1.2 | -2 | 1.2 | -2
O=C(COC(=O)c1cccc(S(=O)(=O)N2CCc3ccccc32)c1)NCc1ccco1 | -0.3 | -10 | 8 | -9 | 23 | i | 1.9 | -5 | 0.4 | -3
Cc1cc(C)c(C(=O)Nn2c(C)nc3ccccc3c2=O)cc1C | -4.0 | 20 | 3 | 13 | -7 | i | -0.4 | 3 | 0.4 | -22
Cn1c(N)cc(=O)n(C)c1=S | -1.0 | . | . | -2 | 6 | -3.3 | 0.1 | -11 | 0.8 | -8
Fc1ccccc1CSc1nnc(-c2cccs2)o1 | -0.1 | 10 | 5 | 6 | 19 | i | 1.4 | 2 | -0.5 | -51
C(=N\Nc1nc(-c2ccccc2)cs1)/c1ccco1 | -0.1 | 9 | 7 | 31* | -7 | i | . | -3 | -0.7 | .
CCOc1cccc2cc(C(=O)N3CCOCC3)c(=O)oc12 | 1.2 | 32 | -3 | 7 | 1 | 1.6 | -0.2 | 1 | 0.1 | -10
Cc1ccc(S(=O)(=O)NCC(=O)OCC(=O)c2c(N)n(C)c(=O)n(C)c2=O)cc1 | 0.0 | 34 | 0 | 0 | -1 | 2.6 | 1.0 | -1 | 4.1 | -18
CNc1c([N+](=O)[O-])ncn1C | 0.0 | 23 | 1 | 9 | -7 | -5.0 | . | 0 | -0.3 | -5
Cc1ccc(-c2nn3c(C)nnc3c3ccccc23)cc1S(=O)(=O)NCc1ccccc1 | -0.1 | 5 | -4 | -7 | 13 | -0.2 | . | -5 | 0.4 | -5
CS(=O)(=O)N1CCC(C(=O)NCc2ccncc2)CC1 | -0.7 | 21 | -2 | 7 | 4 | -10 | . | 0 | 0.7 | -26
CC(C)Nc1c(N)c(=O)oc2ccccc12 | 0.2 | 19 | -1 | 2 | -6 | 0.3 | . | -1 | -1.4 | -5
CC(C)c1ccc(NC(=O)CNC(=O)Cn2ccc3ccccc3c2=O)cc1 | 1.9 | 31 | 7 | -9 | -9 | -1.6 | 2.2 | -6 | -0.1 | -9
Cc1nn(-c2ccc(NC(=O)c3ccncc3)cc2)c(C)c1Cl | -0.4 | -1 | -3 | -11 | 20 | -0.3 | 0.8 | 20 | 1.4 | 4
C=C1C(=O)C=C2CN(C(=O)c3ccccc3)[C@@](Cc3ccc(F)cc3)(C(=O)OC)[C@@H]12 | -0.3 | 12 | 5 | . | 11 | i | . | -5 | -0.2 | -1
OC(c1cc(F)cc(Cl)c1)c1ncc(-c2cccc(C(F)(F)F)c2)[nH]1 (stereo unspecified) | -1.0 | . | . | 15 | -19 | -0.5 | 0.9 | -4 | . | .
COc1ccccc1CC(=O)Nc1cccc(S(=O)(=O)N2CCOCC2)c1 | -3.7 | 0 | 2 | -1 | 0 | -0.7 | 0.2 | 2 | 94* | .
C=C[C@@H]1C[C@@]1(C)[C@@H](NP(=O)(c1ccccc1)c1ccccc1)c1ccccc1 | -0.3 | 9 | 0 | 11 | 8 | -0.4 | -0.2 | -10 | 1.5 | -11

Of the compounds above, 3 contain fluorine:
SMILES | BoNT A protease | DUSP3 inh | SARS 3CLpro inh | CCHFV vOTU inh | Yp Topo-I inh | Vc quorum ag | TcdB inh | Anthrax LF prot | PfHsp40 rescue | SSB-PriA inh
Fc1ccccc1CSc1nnc(-c2cccs2)o1 | -0.1 | 10 | 5 | 6 | 19 | i | 1.4 | 2 | -0.5 | -51
C=C1C(=O)C=C2CN(C(=O)c3ccccc3)[C@@](Cc3ccc(F)cc3)(C(=O)OC)[C@@H]12 | -0.3 | 12 | 5 | . | 11 | i | . | -5 | -0.2 | -1
OC(c1cc(F)cc(Cl)c1)c1ncc(-c2cccc(C(F)(F)F)c2)[nH]1 (stereo unspecified) | -1.0 | . | . | 15 | -19 | -0.5 | 0.9 | -4 | . | .

More results.
SMILES | BoNT A protease | DUSP3 inh | SARS 3CLpro inh | CCHFV vOTU inh | Yp Topo-I inh | Vc quorum ag | TcdB inh | Anthrax LF prot | PfHsp40 rescue | SSB-PriA inh
O=C(NC1CCCCC1)N1CCN(c2ccc([N+](=O)[O-])cc2)CC1 | 6.1 | 6 | 5 | 9 | 11 | i | 0.0 | 4 | -0.1 | -13
CC1CCN(CCCNC(=O)C2CC(=O)N(C3CCCCCC3)C2)CC1 (stereo unspecified) | -0.6 | 1 | 2 | -4 | 4 | . | . | -2 | 0.0 | -3
COc1ccc(CC2S/C(=N/N=C/c3ccccc3O)NC2=O)cc1 (stereo unspecified) | -1.7 | 0 | -1 | 8 | 6 | i | 0.4 | 1 | -0.3 | .
CCCCc1c(C)c(C#N)c2nc3ccccc3n2c1Nc1c(C)n(C)n(-c2ccccc2)c1=O | 0.2 | 23 | -7 | 4 | -1 | i | . | 1 | -1.6 | -11&8
COc1ccccc1/C=C/C=N/NC(=O)CN1CCN(S(=O)(=O)c2ccc(C)cc2)CC1 | 0.0 | -1 | 2 | 10 | 12 | 11 | . | -4 | -2.0 | .
Cc1ccn2c(NC3CCCC3)c(-c3ccccn3)nc2c1 | -0.9 | 36 | 3 | 9 | 2 | -0.4 | -0.9 | -5 | -0.6 | 69
Cc1ccccc1N1C(=O)NC(=O)/C(=C\c2cnn(-c3ccccc3)c2)C1=O | -0.3 | -4 | 0 | -4 | 0 | -0.3 | -0.4 | -2 | -0.2 | -20
COc1cc(OC)c(N2CC34C=CC(O3)C(C(=O)O)C4C2=O)cc1Cl (stereo unspecified) | -0.6 | 8 | 3 | -4 | -6 | -0.7 | . | -2 | -0.4 | -11
COc1ccc(CCNC(=O)C2COc3ccccc3O2)cc1OC (stereo unspecified) | -0.7 | . | . | -14 | 0 | -0.7 | -0.2 | -4 | 0.3 | -9
CC1(C)OC(=O)C2=C(C[C@@H](C3CCCC3)O[C@H]2CCc2cccc(Cl)c2)O1 | 0.0 | . | . | 2 | . | . | 0.9 | 0 | . | .
Cc1ccsc1C(=O)NCc1ccc(Cl)cc1 | -2.9 | . | . | -5 | 8 | i | 0.2 | -9 | . | -8
O=[N+]([O-])c1cc(S(=O)(=O)O)cc([N+](=O)[O-])c1NN(c1ccccc1)c1ccccc1 | 2.3 | 45 | 4 | 18 | 0 | -0.5 | -5.3 | 10 | -1.1 | 14

Ordered by formula weight (descending): part of the list above
SMILES | BoNT A protease | DUSP3 inh | SARS 3CLpro inh | CCHFV vOTU inh | Yp Topo-I inh | Vc quorum ag | TcdB inh | Anthrax LF prot | PfHsp40 rescue | SSB-PriA inh
COc1ccccc1/C=C/C=N/NC(=O)CN1CCN(S(=O)(=O)c2ccc(C)cc2)CC1 | 0.0 | -1 | 2 | 10 | 12 | 11 | . | -4 | -2.0 | .
Cc1ccccc1N1C(=O)NC(=O)/C(=C\c2cnn(-c3ccccc3)c2)C1=O | -0.3 | -4 | 0 | -4 | 0 | -0.3 | -0.4 | -2 | -0.2 | -20
Cc1ccn2c(NC3CCCC3)c(-c3ccccn3)nc2c1 | -0.9 | 36 | 3 | 9 | 2 | -0.4 | -0.9 | -5 | -0.6 | 69

(listing goes on)
SMILES | BoNT A protease | DUSP3 inh | SARS 3CLpro inh | CCHFV vOTU inh | Yp Topo-I inh | Vc quorum ag | TcdB inh | Anthrax LF prot | PfHsp40 rescue | SSB-PriA inh
CCN1CCN(C(=O)/C(=C/c2ccco2)NC(=O)c2ccccc2)CC1 | 0.7 | -14 | -4 | -13 | 1 | i | -0.1 | 6 | -1.0 | 0
O=[N+]([O-])c1ccccc1S(=O)(=O)N1CCCc2ccccc21 | -1.1 | 18 | 6 | 6 | -6 | -2.4 | 2.3 | 9 | -2.0 | 19
CCOc1ccc2oc(C(=O)NCc3nc4ccccc4[nH]3)c(C)c2c1 | -1.3 | 2 | 0 | 6 | 6 | 0.8 | 0.8 | -2 | 1.0 | -3
COCc1c(C(=O)OCc2nc3ccsc3c(=O)[nH]2)oc2ccccc12 | 2.7 | . | . | 0 | 4 | i | 0.6 | 10 | 2.3 | 1
COCCOC(=O)c1c(C)oc2ccc(O)c(CN3CCC(C)CC3)c12 (tested in a mixture with another compound) | 0.9 | . | . | 3 | -3 | i | 2.8 | 6 | -1.3 | .
NC(=O)c1ccccc1NC(=O)COC(=O)C1(c2ccccc2)CC1 | 0.1 | . | . | -1 | 1 | i | 1.0 | -1 | -1.1 | -7
Cc1ccc2c(c1)nnn2C1CCN(C(=O)Nc2ccccc2C)CC1 | -0.7 | 9 | 0 | -6 | 6 | -0.1 | 1.6 | -1 | -0.7 | -2
O=[N+]([O-])c1ccc(N2N=C(c3ccco3)CC2c2ccccc2)cc1 (stereo unspecified) | 32* | 3 | 1 | 11 | 4 | 0.9 | . | 23 | -0.7 | -11
CCC(C)c1ccc(OCCN2CCCC2)cc1 (stereo unspecified) | 0.5 | 23 | 0 | 4 | 1 | i | . | 0 | 1.9 | -5
O=C(Cn1c(=O)c2cccn2c2cccnc21)N1CCN(c2ccc(Cl)cc2)CC1 | 0.8 | 11 | -4 | . | 39 | i | . | -1 | 0.0 | -9
Cc1ccc(C#CC[N+]2(C)CCCCC2)cc1 | . | 21 | -3 | 11 | -1 | i | -5.8 | . | . | 5
COC[C@@H]1CCCN1c1ccc2c(c1)O[C@@H](COCc1ccccc1)CN([C@@H](C)c1ccccc1)S2(=O)=O | 0.0 | . | . | 29 | . | . | 0.2 | 1 | . | .
O=C(Cc1ccc(Br)cc1)N1CCc2ccccc2C1 | -0.4 | 0 | 7 | -3 | 23 | 6.4 | 0.7 | -2 | 3.7 | -18
COc1ccc(-c2nc(CS(=O)CC(=O)NC3CCCC(C)C3C)c(C)o2)cc1OC (stereo unspecified) | 0.1 | 21 | -6 | 10 | 23 | i | 3.0 | -1 | 1.0 | -6
O=C(NNC(=S)Nc1ccccc1)c1cccc(S(=O)(=O)N2CCOCC2)c1 | 0.4 | 15 | -7 | -4 | -12 | i | -0.1 | -1 | -0.8 | -6
Cc1ccc(C(=O)NC2CCCc3ccccc32)o1 (stereo unspecified) | -1.2 | 13 | 0 | -7 | -2 | 2.2 | . | -5 | -1.0 | -4
CCCN(CCC)[C@@H]1CCc2cccc(O)c2C1 | -0.1 | 18 | . | 21 | -4 | -0.3 | 1.0 | -1 | -1.1 | 0
CCn1c(SCC(=O)Nc2cc(C)on2)nnc1-c1cccs1 | -0.2 | 8 | -1 | 0 | 4 | -0.2 | . | -1 | 0.3 | -12
CCc1cc(CNC(=O)CC2C(=O)NCCN2Cc2ccc(-c3ccccc3)cc2)on1 (stereo unspecified) | -1.7 | -37 | 4 | -6 | 15 | i | 2.1 | -2 | -0.6 | 9
Cc1ccc(CNC(=O)c2ccc(N3CCC4(CC3)CC(c3cccc(Br)c3)=NO4)c(NC(=O)c3ccccc3)c2)cc1 | -0.5 | . | . | -4 | 0 | -0.4 | 0.3 | -7 | 1.2 | -6

Only part of the results is shown; rates above refer to the full screens.
